Assay outcomes (PubChem)
14-3-3 PPI = modulators of 14-3-3 gamma protein binding, primary screen, biochemical, fluorescence polarization; 14-3-3 protein gamma (Homo sapiens), P61981; FP, 14-3-3gamma / TMR-pS259-Raf peptide binding; inhibition, % at 40 µM; 160,000 tested, 0.19% active; AID 422, 2006; in the data active means inhibition above about 30%;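 further: 0% = protein plus tracer without compound and 100% = blank with tracer alone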
Target sequence (P61981 whole entry, looked up): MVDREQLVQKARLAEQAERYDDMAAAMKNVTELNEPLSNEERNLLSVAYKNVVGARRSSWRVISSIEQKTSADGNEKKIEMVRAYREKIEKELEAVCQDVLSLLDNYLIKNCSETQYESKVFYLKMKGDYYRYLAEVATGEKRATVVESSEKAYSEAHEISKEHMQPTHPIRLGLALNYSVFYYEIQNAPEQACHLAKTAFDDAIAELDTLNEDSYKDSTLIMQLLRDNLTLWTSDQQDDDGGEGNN
Starred values were filed as active, the others as inactive; & = joins results of further samples. These rows are one share of the data (hit frequency here may not be typical).

SMILES	14-3-3 PPI
O=[N+]([O-])c1ccc(Oc2c(F)c(F)nc(N3CCOCC3)c2F)cc1	-10
O=C(CSc1nnc(Cn2cnc3ccccc32)o1)c1ccccc1	-4
COc1ccc(C2/C(=C(\O)c3ccccc3)C(=O)C(=O)N2CCCn2ccnc2)cc1 (stereo not given)	1
COCc1nnc(NC(=O)c2ccc(S(=O)(=O)N(C)c3ccccc3)cc2)o1	0&-12
O=c1c2cc3c(cc2nc2sc(NCc4ccc5c(c4)OCO5)nn12)OCO3	-3
CCOC(=O)Cn1nnnc1CN(Cc1ccc(OC)cc1)Cc1cc2cc(C)cc(C)c2[nH]c1=O	0
Cc1csc(NC(=O)CSCC(=O)Nc2ccccc2)n1	-7
COC(=O)C1(C(F)(F)F)C2C=CC(C2)N1S(C)(=O)=O (stereo not given)	-8
Cc1ccc(NC(=O)c2ccc(NCc3ccccc3Cl)c([N+](=O)[O-])c2)cc1F	-12
CCOC(=O)c1oc2ccccc2c1CN(CC)CC	3
COC(=O)C1=CN(Cc2ccc(Cl)cc2)C=C(C(=O)OC)C1c1ccc2c(c1)OCO2	-6
CCOC(=O)c1sc(=S)n(-c2ccc3c(c2)OCO3)c1N	-3&-19
Cc1ccc(C(=O)C(C)Sc2nc3ccccc3o2)cc1 (stereo not given)	-3
O=C(CNC(=O)c1ccco1)NCCCc1ccccc1	3
O=C(c1cccc(Cl)c1)N1CCN(c2ccc([N+](=O)[O-])c(NCc3ccco3)c2)CC1	-1
CCOc1ccc(NS(=O)(=O)c2ccc3[nH]cc(C(=O)NC(C)CC)c(=O)c3c2)cc1 (stereo not given)	11&-29
CC1=C(C(=O)OCCc2ccccc2)C(c2ccccc2C(F)(F)F)C2=C(CCCC2=O)N1 (stereo not given)	-10
CC(=O)c1ccc(NC2OC(C)C(O)C(O)C2O)cc1 (stereo not given)	-5
CN(C)c1ccc(CN(C(=O)c2ccc(F)cc2)C2CCS(=O)(=O)C2)cc1 (stereo not given)	5
COc1cccc(C(=O)Nc2c3c(nn2-c2ccccc2)CSC3)c1	5
COc1ccc(C(=O)N2N=C(c3cccc(NS(C)(=O)=O)c3)CC2c2cccs2)cc1 (stereo not given)	-28
COc1cc(C2NC(=O)NC(C)=C2C(=O)OCCOC(C)C)cc(Br)c1O (stereo not given)	-11
COc1cc(NS(=O)(=O)c2ccc(NC(=O)c3ccccc3OC)cc2)nc(OC)n1	-33
N#Cc1c(N)nc(SCC(=O)c2cc3ccccc3oc2=O)c(C#N)c1-c1cccs1	-37
CCOC(=O)N1CCN(S(=O)(=O)c2ccc3c(c2)OCC(=O)N3)CC1	-4

Going on with the list.
SMILES	14-3-3 PPI
CCOC(=O)c1cnc2cc(Cl)c(OC)cc2c1N1CCN(c2ccc(F)cc2)CC1	3
Cc1[nH]c2ccccc2c(=O)c1CN(C)C	-3
NC1=NC(c2cccc(O)c2)n2c(nc3ccccc32)N1 (stereo not given)	-3
COc1ccccc1-c1nc2cc(N=Cc3cc([N+](=O)[O-])ccc3O)ccc2o1	-36
CCOc1ccc(N(CC(=O)NC(C)(C)C)C(=O)c2ccco2)cc1	2
O=C(Cc1ccc(F)cc1)OCC(=O)c1cc2ccccc2o1	-11
CC(C(=O)Nc1ccc(N2CCOCC2)cc1)N1C(=O)c2ccccc2C1=O (stereo not given)	-4
CC1(C)CC(=O)C2=C(C1)Nc1nc(C(F)(F)F)nn1C2c1cccc(F)c1 (stereo not given)	-4
CCOc1cc(C=Nc2sc3c(c2C#N)CCCC3)ccc1O	-21
N=C1C=CC=C2C1=NC1(CCCCC1)N2O	5
CCCCn1cnc2cc(NCc3cccc(OC)c3O)ccc21	-5
O=C(NCCc1ccc(Cl)cc1)C1CCCN(S(=O)(=O)c2cnc[nH]2)C1 (stereo not given)	2
COc1ccccc1-n1c(=S)sc2c(=O)n(-c3ccccc3)c(=S)[nH]c21	-1
Cc1cc(NC(=O)CN2CCN(c3ccccc3F)CC2)nc2c1c(=O)oc1ccccc12	-11
CN1CCN(c2oc(COc3ccc(-c4ccccc4)cc3)nc2C#N)CC1	-12
O=[N+]([O-])c1ccc2c(c1)CCCN2	-7
CC(=O)C1=C(O)C(=O)N(CC(C)O)C1c1cccnc1 (stereo not given)	0
Cc1ccc2c(c1)c1ncnc(N3CCc4ccccc4C3)c1n2C	-6
COC(=O)c1ccc(Cc2ccc(C(=O)OC)o2)o1	1
CCn1c(=O)cc(OCC(=O)N(C)c2ccccc2F)c2ccccc21	-4
CC1=Nn2c(nc(-c3ccccc3)c2-c2ccccc2)N(CC(N)=O)C(=O)C1	-4
O=C(Nc1cccc(C(F)(F)F)c1)C1CCN(S(=O)(=O)c2cnc[nH]2)CC1	-9
CSc1ccccc1NC(=O)c1cccc(Br)c1	-2
c1nnc2c3c4c(sc3ncn12)CCC4	1
Cn1c(=O)cc(SCC(=O)Nc2ccc3c(c2)OCCO3)c2ccccc21	-5

Part of the list above, with the structure last:
14-3-3 PPI | Structure
-11 | Cc1cc(NC(=O)CN2CCN(c3ccccc3F)CC2)nc2c1c(=O)oc1ccccc12
-5 | Cn1c(=O)cc(SCC(=O)Nc2ccc3c(c2)OCCO3)c2ccccc21
-12 | Cc1ccc(NC(=O)c2ccc(NCc3ccccc3Cl)c([N+](=O)[O-])c2)cc1F
-3 | Cc1ccc(C(=O)C(C)Sc2nc3ccccc3o2)cc1 (stereo not given)
5 | CN(C)c1ccc(CN(C(=O)c2ccc(F)cc2)C2CCS(=O)(=O)C2)cc1 (stereo not given)

Additional records follow.
SMILES	14-3-3 PPI
COc1ccc(C(=O)Oc2c(Sc3ccccc3)c(C)nn2C(C)(C)C)c(OC)c1	0
O=C(Nc1cc([N+](=O)[O-])ccc1C(=O)N1CCC(Cc2ccccc2)CC1)c1cccs1	2
COCCn1c(=S)[nH]c2cc(C(=O)NCCc3cnc[nH]3)ccc2c1=O	-4
O=C(CCNS(=O)(=O)c1ccc(Br)cc1)NCc1ccc(F)cc1	5
CCCCN(Cc1ccccc1)S(=O)(=O)c1cc(Br)cc2c1N(C(C)=O)C(C)C2 (stereo not given)	-5
Cc1ccc(Nc2nc(C)cc(C)c2C#N)cc1	0
CCSc1nc2c(c(=O)[nH]1)C(c1ccncc1)C(C(=O)OC)=C(C)N2 (stereo not given)	1&1
Cc1ccc2c(c1)c1nc3ccccc3nc1n2Cc1ccccc1	-5
Nc1ccc(C=Cc2nc3ccc(N)cc3[nH]2)cc1	2
CC(NC(=O)C(=O)NCc1ccc(Cl)cc1)c1ccccc1 (stereo not given)	-4
COCCOC(=O)C1=C(C)NC2=C(C(=O)C(C(=O)OC)C(C)C2)C1c1ccc(C(F)(F)F)cc1 (stereo not given)	-8
NS(=O)(=O)c1cc2c(cc1C(F)(F)F)NCNS2(=O)=O	-15
CCC1=CC(=Cc2ccc3c(c2)OCO3)C(=O)S1	-11
CCc1nnc(NC(=O)c2ccc(N3C(=O)CCC3=O)cc2)s1	-3
CCOc1sc2nc(C)n(CC(=O)Nc3ccccc3C)c(=O)c2c1C	-10
CCCOc1ccc(C(=O)Nc2cc(-c3nn4c(C)nnc4s3)ccc2C)cc1	0
O=C(O)C1Nc2ccc3ccccc3c2C2C=CCC12 (stereo not given)	-173
O=C(CCCn1c2ccccc2c(=O)c2ccccc21)Nc1cccc(F)c1	-15
COc1ccccc1C(=O)Nc1cccc(NC(C)=O)c1	-2
COc1ccc(NC(=O)c2cccnc2N2CCCCC2)cc1	-7
CCOc1ccc(N2C(=O)CSC2c2cccc(C(F)(F)F)c2)cc1 (stereo not given)	3
CN(C)c1ccc(NC(=O)CN2CCN(CC(=O)Nc3ccccc3F)CC2)cc1	-10
O=C(OCc1nc2ccccc2s1)c1cccs1	7
O=C(CCS(=O)(=O)c1ccc(Br)cc1)N1CCc2ccccc21	-3
Cc1ccc(Nc2nnc(SCC(=O)NCc3ccco3)s2)cc1	-6

By substructure, the compounds so far with an NH in an aromatic ring (9)
SMILES	14-3-3 PPI
CCOC(=O)Cn1nnnc1CN(Cc1ccc(OC)cc1)Cc1cc2cc(C)cc(C)c2[nH]c1=O	0
CCOc1ccc(NS(=O)(=O)c2ccc3[nH]cc(C(=O)NC(C)CC)c(=O)c3c2)cc1 (stereo not given)	11&-29
Cc1[nH]c2ccccc2c(=O)c1CN(C)C	-3
O=C(NCCc1ccc(Cl)cc1)C1CCCN(S(=O)(=O)c2cnc[nH]2)C1 (stereo not given)	2
COc1ccccc1-n1c(=S)sc2c(=O)n(-c3ccccc3)c(=S)[nH]c21	-1
O=C(Nc1cccc(C(F)(F)F)c1)C1CCN(S(=O)(=O)c2cnc[nH]2)CC1	-9
COCCn1c(=S)[nH]c2cc(C(=O)NCCc3cnc[nH]3)ccc2c1=O	-4
CCSc1nc2c(c(=O)[nH]1)C(c1ccncc1)C(C(=O)OC)=C(C)N2 (stereo not given)	1&1
Nc1ccc(C=Cc2nc3ccc(N)cc3[nH]2)cc1	2

In the list so far, these have bromine.
SMILES	14-3-3 PPI
COc1cc(C2NC(=O)NC(C)=C2C(=O)OCCOC(C)C)cc(Br)c1O (stereo not given)	-11
CSc1ccccc1NC(=O)c1cccc(Br)c1	-2
O=C(CCNS(=O)(=O)c1ccc(Br)cc1)NCc1ccc(F)cc1	5
CCCCN(Cc1ccccc1)S(=O)(=O)c1cc(Br)cc2c1N(C(C)=O)C(C)C2 (stereo not given)	-5
O=C(CCS(=O)(=O)c1ccc(Br)cc1)N1CCc2ccccc21	-3

Further entries
SMILES	14-3-3 PPI
Cn1c(C(Cc2ccccc2)NC(=O)c2ccc(F)cc2)nc2ccccc21 (stereo not given)	3
CCCOC(=O)C1C2C=CC3(CN(c4cccc(C)c4)C(=O)C13)O2 (stereo not given)	-1
O=c1c2c(nc3c(-c4cccc(Br)c4)c[nH]n13)CCCC2	-9
CCOC(=O)N1CCOCCOCCN(C(=O)OCC)CCOCC1	-9
C=CCN(CC=C)C(=O)Nc1ccc2nsnc2c1	-1
O=C(CC1Sc2ccc(C(F)(F)F)cc2NC1=O)Nc1ccccc1OC(F)F (stereo not given)	-4
CC(=O)NCc1nc2ccccc2n1Cc1ccccc1C	-2
CCOc1ccc(NC(=O)CN(C)S(=O)(=O)c2cccs2)cc1	-2&-18
O=C(c1cnccn1)N(Cc1cccs1)C1(C(=O)NC2CCCCC2)CCCCC1	-6
CCSCCOC(=O)C1=C(C)N(C)C(=O)NC1c1cc2c(cc1Br)OCO2 (stereo not given)	-4
Cc1sc2nc(SCC(=O)N(CCO)CCO)n(C3CCCCC3)c(=O)c2c1C	-1
CCCN(Cc1cc2cc(C)ccc2[nH]c1=O)C(=O)c1cccc(OC)c1	-2
CCNc1nc(NCC)nc(Oc2ccc(OCC)nn2)n1	0
N#Cc1cccc2c1-c1ccc([N+](=O)[O-])cc1C2=O	-6
CCCCCn1c(CCNC(=O)c2cccs2)nc2ccccc21	-3
COc1cc(C(=O)Nc2ccc3nc(N4CCCCC4)cc(C)c3c2)ccc1Br	-7
COC(c1cccs1)c1c[nH]c2ccccc12 (stereo not given)	-76
COCCCNC(=O)c1cn(C)c(=O)c2c1c1ccccc1n2C	-3
O=S(=O)(c1ccc(-c2csc(=Nc3cccc(Cl)c3)n2CCO)cc1)N1CCCCC1	-5
CCc1ccc(C2Nc3ccccc3NC3=C2C(=O)CC(c2ccc(C)cc2)C3)cc1 (stereo not given)	-1
CCOc1cc2c(=O)[nH]c3c(C(=O)NCc4ccco4)sc(=S)n3c2cc1OCC	-22
O=C1OCCC1Sc1nnc(-c2ccccc2)o1 (stereo not given)	-4
CCN1C2=C(C(=O)CC(C)(C)C2)C(c2ccc(OC)c(Cl)c2)C2=C1CC(C)(C)CC2=O	-3
Cc1ccc(NC(=O)CCN2CCN(C/C=C/c3ccccc3)CC2)cc1C	-27
c1cncc(C(c2nnnn2C2CCCC2)N2CCCC2)c1 (stereo not given)	-4

Next entries follow.
SMILES	14-3-3 PPI
NC(=O)C1CCN(C(=O)c2ccc3c(=O)n(Cc4ccco4)c(SCc4cccc([N+](=O)[O-])c4)nc3c2)CC1	-2
O=C1CC(c2cccs2)CC2=C1C(c1coc3ccc(Cl)cc3c1=O)Nc1ccccc1N2 (stereo not given)	-8
Cc1cc(C)c(S(=O)(=O)N=C2C=C(NS(=O)(=O)c3ccccc3)C(=O)c3ccccc32)c(C)c1	-230
Cc1ccccc1Nc1c(-c2ccccc2F)nc2ccccn12	-2
COc1ccc(C2C(C(=O)c3sc(C)nc3C)=C(O)C(=O)N2CCCn2ccnc2)cc1 (stereo not given)	-4
Cc1c(C(=O)Nc2ccc3c(c2)OCO3)sc2ncn(CC(=O)Nc3cccc(C(F)(F)F)c3)c(=O)c12	-9
CC(Nc1ncnc2c1oc1ccccc12)C(=O)O (stereo not given)	-11
O=C(O)c1c[nH]c2c(Cl)cccc2c1=O	-17
CCOc1ccc(C2CC(c3ccc(CC)cc3)n3nc(N)nc3N2)cc1 (stereo not given)	-2
CCOC(=O)Cn1c(=O)c2c(nc(Br)n2CC(=O)OCC)n(C)c1=O	3
CCc1n(CC(O)COc2ccccc2OC)c2ccccc2[n+]1C (stereo not given)	0
Cn1cnc2c1c(=O)n(CCNCCCO)c(=O)n2C	-4
CC1(C(=O)O)NC(c2cc(Br)ccc2O)C2C(=O)N(c3cccc(Cl)c3)C(=O)C21 (stereo not given)	-12
CC(=O)C1=NN(c2cccc(Cl)c2)C2C(=O)N(c3ccc(C)cc3)C(=O)C12 (stereo not given)	1
Cc1ccc(-c2nn3c(C)nnc3c3ccccc23)cc1S(=O)(=O)NCc1ccco1	2
CN(c1ccc(C(=O)NCc2ccccc2)cc1)S(C)(=O)=O	7
O=S(=O)(c1ccc(Cl)s1)N1CCN(c2ncccn2)CC1	-7
Cn1c(N)c(C(=O)COC(=O)C2(c3ccc(F)cc3)CCCC2)c(=O)n(C)c1=O	-13
Cc1ccc(OCc2nc(-c3cccc([N+](=O)[O-])c3)no2)c(C)c1	-1
CC1=C(C(=O)OC2CCCCC2)C(c2cc([N+](=O)[O-])ccc2Cl)C2=C(CCCC2=O)N1 (stereo not given)	1
COC(=O)c1cc(Cl)c(NC(=O)Cc2ccccc2)cc1OC	-28
CCC(Sc1nnnn1-c1ccccc1)C(=O)Nc1ccccc1OC (stereo not given)	0

Filtered by structure, the entries above containing a tert-butyl group (two)
SMILES	14-3-3 PPI
CCOc1ccc(N(CC(=O)NC(C)(C)C)C(=O)c2ccco2)cc1	2
COc1ccc(C(=O)Oc2c(Sc3ccccc3)c(C)nn2C(C)(C)C)c(OC)c1	0
